Screening results deposited in PubChem by Broad Institute.
Statin myotox sup: protects C2C12 myotubes from simvastatin toxicity; ATP luminescence, 48 h; scaled: DMSO 0, geranylgeraniol control 100; rescue of ATP level, % at 7.49 µM; 0.78% of 330,000 active; AID 602340;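 active = mean ATP rescue above about 67%, or every replicate alone reaching that limit, limit read from the data, passing the limit was not always enough; inconclusive = no clear call, values can overlap the other calls; inactive = mean under the limit and some replicate under it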;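 also: myotubes were challenged with 10 µM simvastatin during compound exposure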
miR-122 sensor: blocks miR-122 activity in Huh7 sensor cells; activation (reporter increase), % at 12.5 µM; 0.3% of 340,000 active; Huh7 miR-122 Renilla luciferase sensor, 48 h; neutral wells = 0, positive control = 100;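 active = mean replicate activation score at least 90 and every replicate individually at or above 90; inconclusive = only one of the two criteria met; inactive = neither criterion met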;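 also: higher luciferase means less miR-122 activity so hits act as miR-122 inhibitors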
ERp5 block: blocks human ERp5 reductase activity on insulin; inhibition, % at 9.99 µM; ERp5 insulin aggregation, absorbance 650 nm, 90 min; Q15084; 0.05% of 350,000 active; AID 651711;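 active = mean replicate inhibition above about 25%, with every replicate also reaching it, limit read from the data, passing the limit was not always enough; inconclusive = only one of those two criteria met; inactive = neither criterion met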
Target sequence (Q15084 whole entry, looked up): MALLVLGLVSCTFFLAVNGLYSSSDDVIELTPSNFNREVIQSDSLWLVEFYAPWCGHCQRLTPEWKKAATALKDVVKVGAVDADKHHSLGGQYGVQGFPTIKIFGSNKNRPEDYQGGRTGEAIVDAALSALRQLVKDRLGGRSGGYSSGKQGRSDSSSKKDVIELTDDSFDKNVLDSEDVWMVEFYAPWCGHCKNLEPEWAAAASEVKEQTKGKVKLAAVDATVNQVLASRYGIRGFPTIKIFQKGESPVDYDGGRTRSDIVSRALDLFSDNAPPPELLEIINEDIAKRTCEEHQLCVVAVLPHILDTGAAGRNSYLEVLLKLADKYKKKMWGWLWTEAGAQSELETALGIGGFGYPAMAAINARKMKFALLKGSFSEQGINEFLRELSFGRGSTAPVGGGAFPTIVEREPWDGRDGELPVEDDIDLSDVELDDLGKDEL
esBAF inh: blocks esBAF chromatin remodeling in mouse ES cells; AID 602393; Bmi1-luciferase knock-in reporter, 24 h; 100% = twice the neutral-well signal; 2% of 350,000 active; reporter increase, % at 12.5 µM; in the data active = activation above about 40%; inconclusive = no clear call, values can overlap the other calls;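 also: 0% = median of the plate's neutral control wells and 100% = double that signal; a rise in the Bmi1 reporter signal indicates esBAF inhibition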
Cneo AK release: Cryptococcus neoformans lysis via adenylate kinase release | C. neoformans lysis, adenylate kinase release luminescence, 4 h; normalised: neutral wells 0, clomiphene wells 100 | 0.2% of 360,000 active | lysis activity, % at 15 µM | AID 651654;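 active = mean lysis activity across replicates of at least 80%, whatever share of replicates individually reach that level; inactive = mean lysis activity below 80%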
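Test system: log-phase Cryptococcus neoformans yeast cells; Quantity: yeast cell density of 5 × 10^6 cells/mL; Buffer or medium: YPD; Doses: single compound concentration per well; Timing: 4 h at 37 °C static, read 1 h later; Measured by: AK luminescence; Read-out basis: lysis from increased AK signal; Control set: Clomiphene as positive control.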
ARNT TACC3 PPI: disrupts binding between human ARNT and TACC3. Q9Y6A5. AlphaScreen His-ARNT PAS-B/GST-TACC3 binding, luminescence; TACC3 fragment carries E629A point mutation. inhibition, % at 9.99 µM. 0.66% of 390,000 active. AID 623870;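 active = mean inhibition of replicates at least 50% and at least half of replicates each reaching 50%; inconclusive = half or more replicates reach 50% but mean below 50%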;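 also: 0% = complete ARNT plus TACC3 wells and 100% = ARNT alone without TACC3; many hits fall short of the cut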
SIRT5 inh: blocks human SIRT5 desuccinylation of peptide. Purified SirT5, succinyl-peptide AMC, trypsin-coupled fluorescence. inhibition, % at 15 µM. 1.1% of 330,000 active. AID 652115; in the data active = inhibition above about 15%; inconclusive = no clear call, values can overlap the other calls
Target sequence (Q9NXA8 whole entry, looked up): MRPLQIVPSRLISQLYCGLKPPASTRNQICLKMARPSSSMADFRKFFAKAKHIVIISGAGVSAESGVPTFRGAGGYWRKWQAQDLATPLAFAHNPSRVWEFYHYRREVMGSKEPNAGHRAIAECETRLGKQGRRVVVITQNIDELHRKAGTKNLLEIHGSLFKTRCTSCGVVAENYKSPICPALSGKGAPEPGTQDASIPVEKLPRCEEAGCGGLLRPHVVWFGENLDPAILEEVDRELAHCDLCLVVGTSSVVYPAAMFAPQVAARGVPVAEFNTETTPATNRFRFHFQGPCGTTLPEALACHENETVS
Numbers without * were called inactive; ? = inconclusive; nt = no result given; [ ] = remark or other dose. Outcome played no part in choosing rows; overall some 4% were active at least once.

Every second line gives: Statin myotox sup | miR-122 sensor | ERp5 block | esBAF inh | Cneo AK release | ARNT TACC3 PPI | SIRT5 inh
CC(C)(C)C(=O)NC1(C(F)(F)F)NC(=O)N(c2ccc(F)cc2)C1=O (stereo unspecified)
  3 | nt | 3 | 0 | 1 | 0 | -3
COc1cccc(Cn2nnc(C(=O)Nc3cc(Cl)ccc3OC)c2N)c1
  29 | 7 | 9 | -2 | 0 | -1 | nt
Cc1ccc(F)c(S(=O)(=O)NC(=O)C2(C)CCN2C(=O)Cc2ccsc2)c1 (stereo unspecified)
  9 | 0 | 0 | -1 | -2 | nt | 0
CO[C@H]1CN(C)C(=O)c2cc(NC(=O)C3CC3)ccc2OC[C@H](C)N(C(=O)c2ccccc2F)C[C@@H]1C
  -1 | nt | 1 | -4 | -5 | nt | 10
CC1=CC(=O)C=CC1(C)C(Cl)(Cl)Cl (stereo unspecified)
  112* | 0 | nt | 2 | 0 | -3 | nt
Nc1ccc2c(c1)ncn2CCCn1cnc2cc(N)ccc21
  28 | nt | 0 | -2 | 6 | 6 | -2
Cc1ccccc1NC(=O)c1ccc(Nc2c([N+](=O)[O-])cc([N+](=O)[O-])c3ccccc23)cc1
  nt | nt | 3 | nt | nt | -4 | -4
Cc1sc2ncn(CC(=O)NCCCC(=O)NCc3ccc(F)cc3)c(=O)c2c1C
  9 | -8 | 2 | 3 | -1 | 4 | 2
COc1ccccc1CNC(=O)C[C@H]1C[C@H]2c3cc(N(C)C)ccc3O[C@H]2[C@@H](CO)O1
  2 | -1[16.7 µM] | 0 | 6 | 2 | 3 | -5
CC1(C(=O)Nc2ccccc2)Cc2c(-c3cccc(C(F)(F)F)c3)ccnc2O1 (stereo unspecified)
  0 | 4 | -1 | -6 | 3 | nt | -2
O=C(N[C@@H]1C=C[C@H](CC(=O)N2CCCCC2)O[C@@H]1CO)c1ccc2c(c1)OCO2
  -9 | nt | 0 | 2 | -10 | -2 | -2
CC1=C(c2ccc(F)cc2)[N+](=O)C(C)(C)N1[O-]
  nt | 0 | 2 | nt | nt | nt | -1
CC(C)(C)c1ccc(OCCNC(=S)Nc2ccccc2)cc1
  -15 | -1 | -2 | -3 | 27 | -6 | -5
C[C@@H]1CN([C@H](C)CO)C(=O)c2cc(-c3ccccc3F)cnc2O[C@@H]1CN(C)Cc1ccc(F)cc1
  9 | 2[16.7 µM] | 9 | -5 | -2 | nt | 1
O=C(O)CCCCCn1c(SCc2cc(=O)n3ccccc3n2)nc2ccsc2c1=O
  nt | nt | -3 | nt | nt | 3 | 11
COC(=O)c1c(N2C(=O)CCC2=O)sc2c1CCCC2
  -13 | -2 | 6 | -9 | 4 | nt | nt
CCOC(=O)c1c(NC(=O)CSc2nncn2C)sc(C)c1C
  nt | -10 | nt | nt | 0 | -11 | nt
Cc1ccc(-c2ccc([C@H]3[C@H](CO)N4CCCCN(S(=O)(=O)c5ccccc5C)C[C@@H]34)cc2)cc1
  -27 | 4[16.7 µM] | 1 | 1 | 2 | -4 | 3
C[C@@H]1CN([C@@H](C)CO)C(=O)Cc2cc(N(C)C)ccc2O[C@H]1CN(C)Cc1ccc2c(c1)OCO2
  ? | -6[16.7 µM] | 3 | 0 | 1 | 8 | 0
COC(=O)C1=C(C)N(C)C(C)=C(C(=O)OC)C1c1ccsc1
  20 | 2 | nt | -11 | -2 | 2 | nt
Cc1noc(C)c1NC(=O)Nc1ccc2c(c1)CC(=O)N([C@H](C)CO)C[C@H](C)[C@@H](CN(C)S(=O)(=O)c1ccccc1)O2
  8 | -5[16.7 µM] | 12 | 1 | 0 | nt | 3
CC(C)CC1c2[nH]c3ccccc3c2CCN1C(=O)CCC(=O)N(C)C (stereo unspecified)
  2 | -6 | -5 | 2 | 2 | -1 | -2
C#CCOCCOCCOCCNc1nc(N2CCN(C(=O)[C@H](C)n3cc(CCC(=O)O)nn3)CC2)nc(N2CCN(C(=O)[C@H](C)n3cc(CCC(=O)O)nn3)CC2)n1
  3 | nt | 0 | -5 | 2 | -11 | -3
CC(=Nc1ccccc1)C1=C(O)C(Cc2cccc(F)c2)NC1=O (stereo unspecified)
  -51 | 158* | 6 | 3 | -4 | nt | 0
Cc1ccc(C(=O)NCC(=O)NC2CCCC2)cc1
  -2 | 9 | -4 | -1 | -1 | 5 | 0
Cc1noc(C)c1NC(=O)N(C)C[C@@H]1OCCCC[C@@H](C)Oc2ccc(NC(=O)CCC(F)(F)F)cc2C(=O)N([C@H](C)CO)C[C@H]1C
  nt | 2[16.7 µM] | 5 | 9 | -1 | -19 | 5
CC(C)(CO)NC(=O)C(Cc1ccccc1)N1C(=O)c2ccccc2C1=O (stereo unspecified)
  -3 | nt | -4 | -6 | 9 | -18 | -2
COc1c(C=NNC(N)=O)c(OC)c(OC)c2c1CCO2
  -6 | nt | -3 | 0 | 0 | 7 | -2
N#Cc1cnn2c1nc(N1CCCCC1)c1ccccc12
  -4 | 134* | nt | 10 | 1 | -25 | nt
COc1ccc(C#Cc2ccc3c(c2)[C@@H]2[C@@H](CCN2S(=O)(=O)c2ccccc2F)[C@@H](CO)N3C)cc1
  8 | -10[16.7 µM] | nt | -2 | -18 | 32 | nt

A different layout for part of the listing above:
COc1c(C=NNC(N)=O)c(OC)c(OC)c2c1CCO2
  Statin myotox sup: -6
  miR-122 sensor: nt
  ERp5 block: -3
  esBAF inh: 0
  Cneo AK release: 0
  ARNT TACC3 PPI: 7
  SIRT5 inh: -2
N#Cc1cnn2c1nc(N1CCCCC1)c1ccccc12
  Statin myotox sup: -4
  miR-122 sensor: 134*
  ERp5 block: nt
  esBAF inh: 10
  Cneo AK release: 1
  ARNT TACC3 PPI: -25
  SIRT5 inh: nt
COc1ccc(C#Cc2ccc3c(c2)[C@@H]2[C@@H](CCN2S(=O)(=O)c2ccccc2F)[C@@H](CO)N3C)cc1
  Statin myotox sup: 8
  miR-122 sensor: -10[16.7 µM]
  ERp5 block: nt
  esBAF inh: -2
  Cneo AK release: -18
  ARNT TACC3 PPI: 32
  SIRT5 inh: nt

Back to the main list with the 2 entries that preceded the break.
Every second line gives: Statin myotox sup | miR-122 sensor | ERp5 block | esBAF inh | Cneo AK release | ARNT TACC3 PPI | SIRT5 inh
N#Cc1cnn2c1nc(N1CCCCC1)c1ccccc12
  -4 | 134* | nt | 10 | 1 | -25 | nt
COc1ccc(C#Cc2ccc3c(c2)[C@@H]2[C@@H](CCN2S(=O)(=O)c2ccccc2F)[C@@H](CO)N3C)cc1
  8 | -10[16.7 µM] | nt | -2 | -18 | 32 | nt
COCCCN1C(=O)C(CC(=O)NC2CC2)CC(C(=O)N(C(C)C)C(C)C)=C1C (stereo unspecified)
  -10 | 1 | 5 | -1 | 1 | nt | 1
Oc1ccccc1CNc1ccc(Br)cn1
  34 | -1 | nt | 36 | -2 | 4 | nt
CCC(c1nnnn1Cc1ccc2c(c1)OCO2)N1CCN(c2ccc(OC)cc2)CC1 (stereo unspecified)
  8 | 26 | nt | 15 | 0 | 33 | nt
Fc1ccc(-c2nnc(SCc3ncc(-c4ccccc4)o3)n2CC2CCCO2)cc1 (stereo unspecified)
  nt | 19 | nt | 2 | 0 | -3 | nt
COc1ccc(NC(=O)CN2C(=O)CSc3ncccc32)cc1
  -13 | 7 | 4 | 10 | 2 | -1 | -3
COc1ccc(CN(C)C[C@@H]2OCCCC[C@H](C)Oc3ccc(N(C)C)cc3C(=O)N([C@H](C)CO)C[C@@H]2C)cc1
  -9 | 40[16.7 µM] | -2 | -11 | 94* | 14 | 6
CC(OC(=O)c1ccco1)C(=O)NCc1cccs1 (stereo unspecified)
  0 | -4 | nt | -6 | 0 | 11 | nt
O=C(CC1C(=O)NCCN1Cc1cccc(Oc2ccccc2)c1)NCCCn1cccn1 (stereo unspecified)
  3 | 0 | 3 | -2 | -1 | 5 | -5
CO[C@H]1CN(C)C(=O)c2ccc(NC(=O)c3ccc(F)cc3)cc2OC[C@H](C)N(C)C[C@H]1C
  -8 | nt | -3 | 1 | -59 | nt | -1
COc1ccc(C)cc1Nc1c2c(nc3ccccc13)CCC2
  nt | nt | -1 | nt | nt | 6 | 1
Cn1cncc1C#Cc1ccc2cc(C(C)(C)O)oc(=O)c2c1
  2 | nt | 1 | 13 | 1 | 11 | 3
CCNS(=O)(=O)c1ccc2nc(NC(=O)c3cccnc3)sc2c1
  -16 | 49 | nt | 25 | -2 | -5 | nt
COC(=O)[C@@H]1C[C@@H]2CC[C@@H](O)C[C@@H]2N1Cc1ccccc1OS(=O)(=O)c1ccc(C)cc1
  4 | -3 | 2 | -7 | 0 | -2 | -2
C[C@H](CO)N1C[C@H](C)[C@@H](CN(C)CC2CC2)Oc2ccc(NS(=O)(=O)c3ccc(Cl)cc3)cc2CC1=O
  -1 | 10[16.7 µM] | 3 | -1 | 5 | 12 | 2
Nn1c(Cc2cccc3ccccc23)nnc1SCC(=O)N1CC(=O)Nc2ccccc21
  -3 | nt | 5 | -5 | 0 | 0 | -4
Nc1c(C(=O)CSc2ccccn2)c(=O)[nH]c(=O)n1C1CC1
  0 | nt | 2 | 26 | 0 | nt | -1
C[C@@H]1CN([C@H](C)CO)C(=O)Cc2cc(NC(=O)CCN3CCOCC3)ccc2O[C@@H]1CN(C)S(=O)(=O)c1ccc(Cl)cc1
  2 | 5[16.7 µM] | 3 | 3 | -4 | -6 | -5
CC(/C=C/c1ccccc1)=N\NC(N)=S
  -83 | -5 | nt | 50* | 49 | 11 | nt
CNC[C@H]1Oc2ncc(C#CCC(C)C)cc2C(=O)N([C@H](C)CO)C[C@H]1C
  7 | 22[16.7 µM] | -2 | -2 | 90* | 0 | 1
C[C@@H]1CN([C@@H](C)CO)C(=O)c2cc(NC(=O)CCN3CCOCC3)ccc2O[C@H]1CN(C)Cc1ccc(-c2ccccc2)cc1
  -2 | -4[16.7 µM] | 5 | 0 | -2 | -6 | 6
Cc1cc(=O)oc2cc(Oc3ncccc3[N+](=O)[O-])ccc12
  nt | nt | 1 | nt | nt | -2 | -1
Cc1ccc(O)c(NC(=O)C2CC(c3c(F)cccc3Cl)=NO2)c1 (stereo unspecified)
  0 | 3 | nt | 9 | -2 | -8 | nt
CCCCNC(=S)NNC(=O)c1csc(C)c1
  1 | 5 | nt | 9 | -1 | 1 | nt
CSc1ccccc1NC(=O)CN(C)C(C)C(=O)Nc1ccc(C#N)cc1 (stereo unspecified)
  13 | -1 | -1 | 4 | -3 | 1 | -2
O=C(CCCCCCCCCCC(=O)NCc1cccnc1)NCc1cccnc1
  nt | nt | 3 | nt | nt | 3 | 0
CC(C)N(C(=O)COc1ccc(Br)cc1Cl)C(C)C
  -8 | 2 | nt | -2 | -4 | -5 | nt
O=C(Nc1nnc(SCc2ccccc2)s1)c1ccco1
  nt | -1 | -5 | 10 | 0 | nt | -1
Cc1ccsc1-c1cc2nc(NCCCN(C)C)n(C)c(=O)c2s1
  -5 | -6 | -2 | 20 | -4 | nt | -2
CCOC(=O)C1CCCN(C(=O)c2ccccc2NC(=O)C2=C(C)OCCS2)C1 (stereo unspecified)
  -4 | -10 | 0 | 3 | -1 | 1 | -6
Nc1c(S(=O)(=O)c2ccccc2)c2nc3ccccc3nc2n1C1CC1
  nt | nt | 6 | nt | nt | -7 | 1
CCc1ccc(S(=O)(=O)N2CCN(c3ccccc3OC)CC2)cc1
  -6 | 3 | 1 | -5 | -2 | 1 | -2

Only ARNT TACC3 PPI, Cneo AK release and esBAF inh (2 entries from above):
SMILES,ARNT TACC3 PPI,Cneo AK release,esBAF inh
Nn1c(Cc2cccc3ccccc23)nnc1SCC(=O)N1CC(=O)Nc2ccccc21,0,0,-5
Nc1c(C(=O)CSc2ccccn2)c(=O)[nH]c(=O)n1C1CC1,nt,0,26
